ELG1 genotox – induces genotoxicity in HEK293T cells with luciferase-tagged ELG1. HEK293T ELG1-luciferase reporter, luminescence, 16 h. Potency, µM (top dose mostly 46 µM), for the others: at the top dose activity change, positive = activation, usual class: activators. actives 1.3% (n = 330,000); also: potency is read from the fitted curve at half-maximal effect; % of control where 0% means no effect; nearly all actives have a fitted effect of over 60% in size
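ELG1-luciferase HEK293T cells, 2,000/well; compound pinned in; 16 hr, 37 °C, 5% CO2; ONE-Glo, 30 min RT; luminescence on CCD imager.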
uPA generation – inhibitors of cell surface uPA generation; Potency, µM (series often up to 38.3 µM), for the others: at the highest dose activity change, negative = inhibition, usual class: inhibitors; cell surface uPA generation assay, qHTS; actives 0.31% (n = 330,000); active = well fitted inhibition curve with a large enough effect; inconclusive = small, poorly fitted or top-dose-only effect; inactive = no such curve, though single readings can be large or run the other way; tested in mouse RAW 264.7 cells; also: potency is read from the fitted curve at half-maximal effect; % is scaled to controls: 0 for no effect and ±100 for the full control effect; nearly all actives have a fitted effect of over 55% in size
KCNH2 3.1 inh – inhibitors of human KCNH2 3.1 potassium channel isoform; actives 0.95% (n = 340,000); AID 720553; activity change, % (tested at about 1.8 µM); U2OS KCNH2 3.1, thallium flux FluxOr; stronger effect = lower value;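 active = maximum activity change below -70%; inconclusive = maximum activity change from -70% to -50%; inactive = maximum activity change above -50%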;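 also: thallium influx rate constant from kinetic fluorescence after stimulation buffer; % is scaled to controls: 0 for no effect and ±100 for the full control effect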
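Thallium flux read-out: FluxOr dye with Red40 quencher in HBSS/HEPES, 45 min at RT. Rate constants from kinetic reads were normalized to positive and negative DMSO controls. Cells: U2OS virally expressing the 3.1 isoform.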
NPC1 promoter act – NPC1 promoter activation; Huh7 NPC1 promoter luciferase reporter, 24 h; Potency, µM (top dose mostly 9.22 µM), for inactives: at the highest dose activation, hits mostly activators; actives 2.4% (n = 320,000); AID 485313;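 also: potency is read from the fitted curve at half-maximal effect; % of control where 0% means no effect; nearly all actives have a fitted effect of over 60% in size; reporter is driven by a mutant NPC1 promoter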
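Luminescence read-out of NPC1 promoter-driven luciferase in stably transfected Huh7 cells; compounds delivered in DMSO and left 24 h at 37C, 5% CO2, qHTS titration format.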
RORgamma inh – ROR gamma (mouse) transcription inhibition; Drosophila S2 Gal4-RORgamma UAS-luciferase reporter, 20 h; actives 5.4% (n = 310,000); Potency, µM (highest dose often 53.6 µM), for the others: at the highest dose activity change, negative = inhibition, actives largely listed as inhibitors; also: potency is read from the fitted curve at half-maximal effect; % is scaled to controls: 0 for no effect and ±100 for the full control effect; nearly all actives have a fitted effect of over 60% in size
Target sequence (P51450 whole entry, looked up, the tested form may be a part): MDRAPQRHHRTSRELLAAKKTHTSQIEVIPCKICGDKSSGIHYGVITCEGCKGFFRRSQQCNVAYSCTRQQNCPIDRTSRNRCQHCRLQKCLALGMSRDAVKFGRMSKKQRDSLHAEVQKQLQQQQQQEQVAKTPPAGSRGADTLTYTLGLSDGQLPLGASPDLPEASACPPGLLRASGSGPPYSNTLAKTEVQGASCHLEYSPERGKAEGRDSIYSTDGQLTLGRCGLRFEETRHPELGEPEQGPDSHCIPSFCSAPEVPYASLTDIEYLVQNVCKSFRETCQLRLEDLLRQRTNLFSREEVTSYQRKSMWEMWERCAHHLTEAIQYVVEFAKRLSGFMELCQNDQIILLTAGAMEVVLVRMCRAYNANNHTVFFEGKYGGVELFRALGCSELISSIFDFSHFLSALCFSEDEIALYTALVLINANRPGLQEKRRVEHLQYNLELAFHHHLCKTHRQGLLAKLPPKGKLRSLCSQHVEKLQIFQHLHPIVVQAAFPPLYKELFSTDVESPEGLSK
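Drosophila S2 cells stably expressing Gal4-DBD/mouse RORγ fusion under metallothionein promoter plus UAS-luciferase; compound 1 h, then 700 uM CuSO4 induction for 20 h at ambient temperature; inhibition read as reduced luminescence.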
Gal4-VP16 FLuc – inhibits Gal4-VP16 luciferase reporter, ROR gamma counter-screen. AID 2546. Drosophila S2 Gal4-VP16 UAS-luciferase, luminescence, 20 h. Potency, µM (titrated, usually from 53.6 µM), inactives show at the highest dose activity, negative = inhibition, actives largely listed as inhibitors. actives 3.5% (n = 310,000);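 also: Gal4-VP16 expression switched on by copper sulfate through the metallothionein promoter; potency is read from the fitted curve at half-maximal effect; % is scaled to controls: 0 for no effect and ±100 for the full control effect; nearly all actives have a fitted effect of over 50% in size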
FLuc counter – inhibits or activates purified firefly luciferase, miR-21 counter-screen | P08659 | purified FLuc, Km substrates, luminescence inhibition | Potency, µM (top dose mostly 57.5 µM), for inactives: top-dose activity change, negative = inhibition, hits mostly inhibitors | actives 6.9% (n = 360,000);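 also: potency is read from the fitted curve at half-maximal effect; plate controls were vehicle for no effect and reference inhibitor for full effect; nearly all actives have a fitted effect of over 55% in size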
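Biochemical qHTS of compounds, final roughly 60 µM downward over six points, against 10 nM purified firefly luciferase using Km concentrations of substrates (10 uM D-luciferin, 10 uM ATP) in Tris acetate pH 7.5 buffer; luminescence output.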
Giardia kill – kills Giardia lamblia; Giardia lamblia trophozoite viability; activity change, % at 7.66 µM, hits read low; actives 0.15% (n = 340,000); in the data active = activity change below about -80%; inconclusive = between about -30% and that limit;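 also: parasites exposed to compound for two days anaerobically before the ATP read; % is scaled to controls: 0 for no effect and ±100 for the full control effect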
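Giardia trophozoites, 100 cells per well, were exposed to compounds for 48 hrs at 37 deg C under anaerobic conditions; viability was then read as ATP content by bioluminescence after 15-30 min at room temperature.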
Rab9 prom act – activators of Rab9 promoter; Potency, µM (titrated, usually from 9.22 µM), without a hit: at the highest dose activation, negative = inhibition, usual class: activators; AID 485297; actives 2.8% (n = 320,000); Huh7 Rab9 promoter-luciferase reporter, luminescence, 24 h; also: potency is read from the fitted curve at half-maximal effect; % of control where 0% means no effect; nearly all actives have a fitted effect of over 60% in size
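Using Huh7 cells stably transfected with Rab9 promoter–luciferase, compounds were incubated 24 h at 37 °C, 5% CO2; luciferase luminescence was read 10 min after reagent addition.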
Tb PFK block – T. brucei PFK enzyme inhibition. T. brucei PFK, ADP-Glo luminescence. Potency, µM (titrated, usually from 57.5 µM), for inactives: top-dose activity, negative = inhibition, hits mostly inhibitors. actives 0.17% (n = 330,000);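 also: potency is read from the fitted curve at half-maximal effect; 0% = uninhibited 1x PFK enzyme wells and -100% = no-enzyme wells; nearly all actives have a fitted effect of over 60% in size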
Target sequence (O15648 whole entry, looked up): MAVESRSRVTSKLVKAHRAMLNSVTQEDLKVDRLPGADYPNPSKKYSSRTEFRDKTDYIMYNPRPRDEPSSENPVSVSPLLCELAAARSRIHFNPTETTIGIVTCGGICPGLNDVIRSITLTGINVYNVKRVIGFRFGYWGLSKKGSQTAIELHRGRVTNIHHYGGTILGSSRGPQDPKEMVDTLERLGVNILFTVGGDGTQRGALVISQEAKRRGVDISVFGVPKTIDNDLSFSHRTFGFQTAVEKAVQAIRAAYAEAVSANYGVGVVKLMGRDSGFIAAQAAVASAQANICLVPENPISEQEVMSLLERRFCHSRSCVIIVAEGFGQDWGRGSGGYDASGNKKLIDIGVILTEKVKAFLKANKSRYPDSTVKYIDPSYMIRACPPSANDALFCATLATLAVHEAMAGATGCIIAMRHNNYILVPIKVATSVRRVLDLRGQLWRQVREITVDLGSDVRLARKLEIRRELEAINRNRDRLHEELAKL
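Luminescent ADP detection (ADP-Glo, two-step: ATP depletion then ADP-to-ATP conversion for luciferase) reported PFK activity after 45 min room-temperature reaction of 1.25 nM enzyme with 0.5 mM F6P and 0.1 mM ATP at pH 8.0.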
FBPA coupling cs – inhibits coupling enzyme system, counter-screen for aldolase hits. activity change, negative = inhibition, % at 58.2 µM, hits read low. actives 0.67% (n = 290,000). coupling enzyme system counterscreen, AmpLite Red fluorescence; in the data active = activity change below about -30%; also: % is scaled to controls: 0 for no effect and ±100 for the full control effect
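Final compound at 57.5 uM, incubated 10 min at RT with coupling enzyme reagent (glyceraldehyde-3-phosphate), then 20 min with substrate and AmpLite Red detection. Fluorescence read at 525/598 nm; tests interference with the coupling assay, not aldolase inhibition.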
An asterisk follows results filed as active; u = inconclusive; x = no result given; & = joins results of further samples; [ ] = another dose, or the depositor's remark. Unless noted, calls follow the shape of the dose curve; as a rule, active = well fitted curve in the direction sought with a large enough effect; inconclusive = small, poorly fitted or top-dose-only effect, or another doubt; inactive = no such curve, though single readings can be large; an effect the other way counts as inactive or inconclusive.

SMILES	ELG1 genotox	uPA generation	KCNH2 3.1 inh	NPC1 promoter act	RORgamma inh	Gal4-VP16 FLuc	FLuc counter	Giardia kill	Rab9 prom act	Tb PFK block	FBPA coupling cs
CCOC(=O)N1CCN(S(=O)(=O)c2ccc(C(=O)N(CCCN(C)C)c3nc4cc(OC)ccc4s3)cc2)CC1	-1%	-6%	-2	5%	x	x	3%	10	-3%	19%	x
CC(=O)Nc1c(-c2ccccc2)nc2ncccn12	0%	11%	-16	-2%	15%	0%	-1%	-11	3%	2%	-1
COc1cccc(NC(=O)CCCNC(=O)Cn2cnc3sc(C)c(C)c3c2=O)c1	u	-1%	2	3%	0%	-6%	0%	-21	-1%	2%	-1
CCOC(=O)c1ccc(S(=O)(=O)N2CCN(C(=O)C3CSC4(C)CCC(=O)N34)CC2)cc1 (stereo unspecified)	-3%	-6%	-6	-2%	x	x	8%	3	1%	-1%	x
CC(C)[C@H](NC(=O)c1ccccc1)C(=O)OCC(=O)N1CC(=O)Nc2ccccc21	-5%	5%	2	-1%	-2%	7%	0%	24	-1%	0%	-1
CC(C)(C)c1ccc(-c2nc(C#N)c(NCCCn3ccnc3)o2)cc1	-2%	1%	1	-4%	u	-24%	21µM*	9	-1%	-1%	-1
COc1ccc(CNCC(=O)Nc2ccccc2-n2cccc2)cc1	-1%	u	-8	-39%[inhibitor]	0%	5%	-1%	4	-24%	-2%	1
CCCCC(=O)Nc1ccc(C)c(S(=O)(=O)N2CCCCCC2)c1	-2%	u	25	-2%	x	x	4%	1	-1%	1%	x
CCOC(=O)c1cnn(CCOC(=O)c2cccs2)c1NC(=O)c1cccs1	-1%	x	9	2%	4%	5%	-5%	-1	2%	-3%	7
O=C(COC(=O)c1cc(-c2ccccc2)nc2ccccc12)Nc1ccc2c(c1)OCO2	1%	4%	-14	-2%	32%	-7%	u	-4	-2%	4%	1
CC(C)C(=O)N1N=C(c2ccc(NS(C)(=O)=O)cc2)CC1c1cccs1 (stereo unspecified)	2%	-14%	-5	0%	30%	28%	-11%	3	9%	10%	6
CCOc1ccc(C(=O)/C=C/c2ccc(OC)c(OC)c2)cc1	1%	-1%	-26	-2%	8%	0%[10 µM]	17µM*	-8	2%	8%	0
Cc1cc(OCc2cc(C(=O)NCC3(C)COC3)no2)cc(C)c1Cl	-1%	0%	-6	-4%	11%	u	3%	-2	6%	-8%	-1
C=C(C)Cn1c(C2CC(=O)N(c3ccccc3F)C2)nc2ccccc21 (stereo unspecified)	1%	-2%	6	2%	18%	0%	1%	10	-3%	-1%	2
O=C(c1c(F)cccc1Cl)N1CCN(S(=O)(=O)c2ccc3c(c2)OCCCO3)CC1	-9%	4%	-2	-1%	5%	0%	4%	13	2%	3%	x

Next part, starting with the last 2 of the part before.
SMILES	ELG1 genotox	uPA generation	KCNH2 3.1 inh	NPC1 promoter act	RORgamma inh	Gal4-VP16 FLuc	FLuc counter	Giardia kill	Rab9 prom act	Tb PFK block	FBPA coupling cs
C=C(C)Cn1c(C2CC(=O)N(c3ccccc3F)C2)nc2ccccc21 (stereo unspecified)	1%	-2%	6	2%	18%	0%	1%	10	-3%	-1%	2
O=C(c1c(F)cccc1Cl)N1CCN(S(=O)(=O)c2ccc3c(c2)OCCCO3)CC1	-9%	4%	-2	-1%	5%	0%	4%	13	2%	3%	x
Cc1onc(-c2c(Cl)cccc2Cl)c1/C(N)=N/OC(=O)C(C)(C)C	-3%	9%	12	1%	39%	1%	1%	16	1%	0%	1
Cc1cc(=O)[nH]c(SCC(=O)N2CCCCCC2)n1	u	5%	2	1%	6%	4%	8%	-11	-4%	0%	3
C#CCn1c(=NC(=O)CN2C(=O)CCC2=O)sc2cccc(OC)c21	7%	1%	25	-6%	6%	-2%	1%	-14	-5%	1%	2
CN(C)c1cccc(C(=O)N/N=C/c2ccsc2)c1	u	-5%	-15	3.2µM*	u	-30%	3µM*	-2	3.5µM*	-1%	1
CC1(C)CC(c2nc(-c3ccc(Br)cc3)cs2)CCS1 (stereo unspecified)	0%	14%	-23	0%	15%	-16%	-17%	-4	-2%	1%	3
C/C(=N/NC(=O)Cc1cccn1C)c1ccccc1	1%	-4%	4	0%	19%	1%	3%	-4	-19%	-1%	x
COc1ccccc1CNCC(=O)N1CC(=O)Nc2ccccc21	-1%	-7%	4	-1%	-19%	-7%	0%	10	9%	-6%	1
CCN(C(=O)CSc1nnc(C)c(=O)[nH]1)c1cccc2ccccc12	-1%	-22%	17	x	x	x	x	-28	x	14%	x
CCOc1ccc(C(=O)Nc2cc(S(=O)(=O)Nc3ccccc3Cl)ccc2N2CCOCC2)cc1	-2%	-1%	u	0%	16%	-14%	1%	-1	-1%	0%	-2
Cc1ccc(NC(=O)C2CCCN(S(=O)(=O)c3cccnc3)C2)c(C)c1 (stereo unspecified)	-4%	0%	3	0%	1%	-4%	0%	-1	0%	1%	0
CCOc1cc(C(=S)N2CCCCC2)ccc1OCC(=O)NCc1ccccc1	1%	x	1	1%	-7%	5%	17µM*	-3	-6%	3%	3
Cc1cc(/C=N/NC(=O)c2ccncc2)c(C)n1-c1ccccc1	u	-3%	-7	23%	10µM*	u	1.9µM*	-8	u	-6%	-4
CC(C)C(=O)N[C@@H]1c2ccccc2CC[C@@H]1O	1%	3%	0	x	x	x	x	-14	x	4%	x
COc1ccc(-c2nc(C#N)c(NCCCN3CCOCC3)o2)cc1	24%	-7%	8	3%	-5%	-7%	u	16	7%	-1%	-5
O=C(NCc1ccco1)c1ccc(Cl)c(S(=O)(=O)N2CCCC2)c1	-1%	14%	4	-1%	x	x	x	24	12%	-1%	x
CCOC(=O)C1CCCN(C(=O)CC(c2ccccc2)c2ccccc2)C1 (stereo unspecified)	-4%	5%	-10	-3%	u	-5%	3%	-4	1%	0%	2
Cc1ccc2c(c1C)NC(C(=O)O)C1CC=CC21 (stereo unspecified)	4%	14%	24	0%&1%	-40%&9%	-9%&-5%	u	-15	-2%&5%	u	-6&-1
COc1ccc(C(C)=O)cc1CSc1nc2nc(C)cc(C)n2n1	3%	3%	8	-7%	17%	7%	-2%	-3	-9%	0%	4
CCOc1ccc(NC(=O)Nc2cc(-c3ccccc3)sc2C(=O)OC)cc1	-2%	11%	8	-2%	-12%	4%	u	-21	-3%	-5%	-4
CCOc1ccc(Br)cc1CNCc1cccnc1	1%	-1%	3	1%	-39%	-1%	-2%	-4	-2%	1%	0
COC(=O)c1ccc(Nc2nc(C)nc3c2nnn3Cc2ccccc2)cc1	1%	4%	-10	-8%	x	x	-1%	-13	-1%	0%	0
Nc1ncnc2nc(SCCN3CCCCC3)[nH]c12	-21%	x	2	0%	-7%	-9%	4%	2	0%	-10%	-1
CCN(CCCn1c(SCC#N)nc2ccccc2c1=O)c1ccccc1	-3%	6%	-15	-1%	36%	1%	8%	7	-7%	7%	-1
CCCCC1=CC2=C(c3ccco3)C(=O)C(C)(OC(=O)c3ccc(OC)cc3)C(=O)C2=CN1CC1CC1 (stereo unspecified)	-4%	-14%	-5	-5%	-17%	-10%	3%	12	-5%	-15%	-2&2
CCCCN(C(=O)c1cccc(C)c1)c1c(N)n(CCC)c(=O)[nH]c1=O	0%	3%	6	-1%	u	-8%	-2%	-8	-9%	-2%	0
Cc1ccc(CSc2nnc(C)c(=O)[nH]2)cc1	11%	-20%	-8	-8%	-10%	-1%	17µM*	9	-2%	6%	7
COc1ccc(CCNC(=O)COC(=O)c2ccc([N+](=O)[O-])o2)cc1	1%	1%	-10	-11%	x	x	x	-7	3%	0%	x
O=C(C1CCCC1)N1CCCC(Nc2ccccc2)C1 (stereo unspecified)	0%	-8%	-7	0%	31%	6%	-5%	25	-3%	1%	x
CN(C)c1nc(Cl)nc(N(C#N)CCOc2ccccc2)n1	-6%	-2%	-83*	1%	-19%	-2%	-8%	42[activator]	-2%	-5%	-1
Cn1c(C(=O)N2CCN(C(=O)c3ccco3)CC2)cc2c(=O)n(C)c3ccccc3c21	-5%	-6%	-1	2%	-29%	5%	3%	-4	-4%	-8%	1
CC(=O)Nc1ccc(S(=O)(=O)N2CCC(NC(=O)c3ccccc3)CC2)cc1	6%	23%	-17	-1%	u	-27%	-16%	7	2%	-1%	-2
CC(SC1=NCCS1)C(=O)Nc1nnc(-c2ccc(Br)cc2)s1 (stereo unspecified)	4%	-9%	-18	21%	8.9µM*	10µM*	u	31[activator]	28%	5%	2
CCOC(=O)CSc1nc(-c2cccs2)nc2c1c(=O)n(C)c(=O)n2C	2%	13%	3	0%	-12%	1%	9%	9	0%	3%	2
COc1ccc(NC(=O)COC(=O)c2ccc(OC)c(S(=O)(=O)N3CCCC3)c2)cc1OC	0%	-1%	15	1%	x	x	3%	-5	-3%	0%	x

Assay outcomes (PubChem)
